Assay outcomes (PubChem)
Rab9 promoter act: qHTS Assay for Rab9 Promoter Activators; Huh7 Rab9 promoter-luciferase reporter, luminescence, 24 h; Potency, µM (top dose mostly 9.22 µM), for inactives: at the top dose activation, negative = inhibition, most hits filed as activators; 320,000 tested, 2.8% active; AID 485297, 2010; further: % of control where 0% means no effect; nearly all actives have a fitted effect of over 60% in size
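Measured in stably transfected Huh7 cells bearing a Rab9 promoter–luciferase construct: 24 h compound treatment at 37 °C, followed by luminescence detection.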
uPA surface inh: qHTS for Inhibitors of Cell Surface uPA Generation | cell surface uPA generation assay, qHTS | Potency, µM (titrated, usually from 38.3 µM), for inactives: top-dose activity change, negative = inhibition, usual class: inhibitors | 330,000 tested, 0.31% active; active means well fitted inhibition curve with a large enough effect; inconclusive means small, poorly fitted or top-dose-only effect; inactive means no such curve, though single readings can be large or run the other way; tested in mouse RAW 264.7 cells; further: on the % scale 0 is the no-effect control and ±100 the full control effect; nearly all actives have a fitted effect of over 55% in size
RORgamma inh: qHTS for inhibitors of ROR gamma transcriptional activity; Nuclear receptor ROR-gamma (Mus musculus), P51450; Drosophila S2 Gal4-RORgamma UAS-luciferase reporter, 20 h; Potency, µM (series often up to 53.6 µM), without a hit: at the top dose activity change, negative = inhibition, actives largely listed as inhibitors; 310,000 tested, 5.4% active; AID 2551, 2010; further: on the % scale 0 is the no-effect control and ±100 the full control effect; nearly all actives have a fitted effect of over 60% in size
Target sequence (P51450 whole entry, looked up, the tested form may be a part): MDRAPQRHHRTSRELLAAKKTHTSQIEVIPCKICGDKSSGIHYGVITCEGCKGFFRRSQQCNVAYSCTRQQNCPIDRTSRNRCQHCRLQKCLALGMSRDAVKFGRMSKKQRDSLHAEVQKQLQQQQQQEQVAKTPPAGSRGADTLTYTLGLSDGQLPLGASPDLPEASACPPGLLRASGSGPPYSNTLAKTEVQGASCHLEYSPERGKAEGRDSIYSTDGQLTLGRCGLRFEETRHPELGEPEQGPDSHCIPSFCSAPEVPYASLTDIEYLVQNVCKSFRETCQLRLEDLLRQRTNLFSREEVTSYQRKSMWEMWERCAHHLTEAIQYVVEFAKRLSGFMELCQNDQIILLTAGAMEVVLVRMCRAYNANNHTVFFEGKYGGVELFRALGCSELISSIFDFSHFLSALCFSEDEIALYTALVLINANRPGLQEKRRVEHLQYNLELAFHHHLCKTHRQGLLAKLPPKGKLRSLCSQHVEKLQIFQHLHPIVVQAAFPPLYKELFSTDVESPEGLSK
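Using a luciferase readout, inhibitors were identified by reduced reporter activity in Drosophila cells coexpressing a copper-inducible Gal4–ROR gamma fusion and UAS-driven Photinus luciferase, incubated 20 hr after 700 uM copper sulfate.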
ELG1 genotox: qHTS screen for small molecules that induce genotoxicity in human embryonic kidney (HEK293T) cells expressing luciferase-tagged ELG1. HEK293T ELG1-luciferase reporter, luminescence, 16 h. Potency, µM (series often up to 46 µM), inactives show at the highest dose activity change, positive = activation, most hits filed as activators. 330,000 tested, 1.3% active. AID 504466, 2011; further: % of control where 0% means no effect; nearly all actives have a fitted effect of over 60% in size
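Step 1: seed 2,000 HEK293T ELG1-luciferase cells per well. Step 2: add compound or DMSO, incubate 16 hr at 37 °C. Step 3: ONE-Glo, 30 min at room temperature, read luminescence.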
NPC1 promoter act: qHTS Assay for NPC1 Promoter Activators; Huh7 NPC1 promoter luciferase reporter, 24 h; Potency, µM (series often up to 9.22 µM), for the others: at the top dose activation, actives largely listed as activators; 320,000 tested, 2.4% active;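 further: % of control where 0% means no effect; nearly all actives have a fitted effect of over 60% in size; reporter is driven by a mutant NPC1 promoter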
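Readout is luciferase luminescence, reflecting NPC1 promoter activation in stably transfected Huh7 cells after 24 h compound exposure at 37 °C in reduced-serum medium with 10% FBS.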
FLuc modulator: qHTS profiling assay for firefly luciferase inhibitor/activator using purifed enzyme and Km concentrations of substrates (counterscreen for miR-21 project) | purified FLuc, Km substrates, luminescence inhibition | Potency, µM (doses to about 57.5 µM), inactives show at the highest dose activity change, negative = inhibition, usual class: inhibitors | AID 588342, 2011 | 360,000 tested, 6.9% active;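 further: plate controls were vehicle for no effect and reference inhibitor for full effect; nearly all actives have a fitted effect of over 55% in size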
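Biochemical qHTS of compounds, final roughly 60 µM downward over six points, against 10 nM purified firefly luciferase using Km concentrations of substrates (10 uM D-luciferin, 10 uM ATP) in Tris acetate pH 7.5 buffer; luminescence output.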
p53 reactivation: qHTS assay for re-activators of p53 using a Luc reporter | H1299 p53-A138V BP100-luciferase reporter, luminescence, 24 h | Potency, µM (top dose mostly 92.2 µM), for inactives: top-dose activity change, positive = activation, hits mostly activators | 320,000 tested, 0.063% active; further: % of control where 0% means no effect; nearly all actives have a fitted effect of over 45% in size
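H1299 (p53-null), stable ts p53-A138V + BP100-Luc; 1000 cells/well, Opti-MEM/10% FBS; cpd 4 pt, 1:5; 24 h, 37 deg C, 5% CO2; detection reagent 10 min RT; luminescence.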
CXXC DNA block: qHTS Fluorescence Polarization Assay for Inhibitors of MLL CXXC domain - DNA interaction. Histone-lysine N-methyltransferase 2A (Homo sapiens), Q03164. MLL-CXXC / FITC-HOXA9 DNA fluorescence polarization. Potency, µM (top dose mostly 115 µM), without a hit: at the highest dose activity change, negative = inhibition, most hits filed as inhibitors. 290,000 tested, 0.037% active. AID 2662, 2010; active means well fitted inhibition curve with a large enough effect in the polarisation, with a control signal flat, not every such curve was filed as active; inconclusive means small, poorly fitted or top-dose-only effect, or effect the other way, or a change in a side signal; inactive means no such curve, though single readings can be large or run the other way; the % refers to the polarisation
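Fluorescence polarization: 7 uM MLL-CXXC (stock) preincubated 5 min with compounds, then 50 nM fluorescein-HOX-A9 DNA (stock) added; 30 min ambient. Buffer 50 mM Tris-HCl pH 7.5, 50 mM NaCl, 1 mM DTT, 0.05% BSA.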
Gal4-VP16 FLuc: VP16 counterscreen qHTS for inhibitors of ROR gamma transcriptional activity; AID 2546, 2010; Drosophila S2 Gal4-VP16 UAS-luciferase, luminescence, 20 h; Potency, µM (top dose mostly 53.6 µM), inactives show at the top dose activity, negative = inhibition, actives largely listed as inhibitors; 310,000 tested, 3.5% active;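 further: Gal4-VP16 expression switched on by copper sulfate through the metallothionein promoter; on the % scale 0 is the no-effect control and ±100 the full control effect; nearly all actives have a fitted effect of over 50% in size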
MBNL1-CUG inh: qHTS Assay for Inhibitors of MBNL1-poly(CUG) RNA binding; TR-FRET MBNL1-His/biotin-(CUG)12 binding, 665/545 ratio; Potency, µM (series often up to 57.5 µM), without a hit: at the top dose activity change, negative = inhibition, hits mostly inhibitors; AID 2675, 2010; 280,000 tested, 0.036% active; active means well fitted inhibition curve with a large enough effect in the signal ratio, with a control signal flat, not every such curve was filed as active; inconclusive means small, poorly fitted or top-dose-only effect, or effect the other way, or a change in a side signal; inactive means no such curve, though single readings can be large or run the other way; the % refers to the signal ratio; further: on the % scale 0 is the no-effect control and ±100 the full control effect
Target sequence (Q9NR56 whole entry, looked up): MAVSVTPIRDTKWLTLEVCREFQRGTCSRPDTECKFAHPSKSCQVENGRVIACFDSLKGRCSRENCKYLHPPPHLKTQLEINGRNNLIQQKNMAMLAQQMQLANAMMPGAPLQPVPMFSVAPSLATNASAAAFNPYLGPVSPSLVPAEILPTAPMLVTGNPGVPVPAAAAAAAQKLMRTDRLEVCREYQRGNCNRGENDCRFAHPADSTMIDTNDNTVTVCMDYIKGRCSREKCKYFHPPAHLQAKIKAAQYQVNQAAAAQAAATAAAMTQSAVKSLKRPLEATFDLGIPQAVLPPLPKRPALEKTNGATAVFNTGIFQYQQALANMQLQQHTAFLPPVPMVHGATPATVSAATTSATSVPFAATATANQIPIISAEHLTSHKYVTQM
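Ratiometric TR-FRET (665 over 545 nm, excitation 340 nm) tracks disruption of MBNL1-His/biotin-(CUG)12 complex after 60 min at room temperature, with compounds at 92 nM to 58 uM final.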
BRCA1 expr act: qHTS Assay to Identify Small Molecule Activators of BRCA1 Expression; MCF7-BRCA1-FFLuc reporter, luminescence, 48 h; response scale: scaled: vehicle 0%, 10 µM genistein 100%; Potency, µM (top dose mostly 46.1 µM), for inactives: at the top dose activation, hits mostly activators; 380,000 tested, 1.1% active; AID 624202, 2012; further: nearly all actives have a fitted effect of over 80% in size; some results filed as inactive show a strong effect at the top dose
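Compounds are tested at multiple concentrations on MCF7 BRCA1-luciferase reporter cells seeded at 2000 per well; after 48 h, a single luminescence end-point is taken and curves fitted to the normalized data.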
* hit, by the source's call; ? = inconclusive; . = no result given; [ ] = another dose, or the depositor's remark. Unless noted, the call rests on the fitted dose curve; in most records, active means well fitted curve in the direction sought with a large enough effect; inconclusive means small, poorly fitted or top-dose-only effect, or another doubt; inactive means no such curve, though single readings can be large; an effect the other way counts as inactive or inconclusive. Potency means the concentration at half of the fitted maximal effect. These rows are one share of the data; the hit share may differ from the screen's.

The line under a structure holds: Rab9 promoter act, uPA surface inh, RORgamma inh, ELG1 genotox, NPC1 promoter act, FLuc modulator, p53 reactivation, CXXC DNA block, Gal4-VP16 FLuc, MBNL1-CUG inh, BRCA1 expr act
CC(C)(C)C(=O)NC(=S)N1CCc2ccccc21
  -2%, 13%, 5µM*, -2%, -2%, -1%, ?, 1%, ?, 1%, -15%
Cc1ccc(C(=O)C(C)OC(=O)C2=COCCO2)cc1C (stereo not given)
  6%, 5%, -3%, 1%, 12%, -18%, 11%, 0%, 3%, -12%, 13%
Cc1c(-c2nnc(-c3ccc(C(F)(F)F)cc3)o2)cnn1-c1ccccc1
  10%, 2%, 45%, 11%, 17%, -17%, 0%, 0%, 16%, 0%, 75%
COC(=O)c1cc(C#N)c(N2CCOCC2)nc1C
  -1%, -1%, -14%, 8%, -2%, -3%, 2%, 3%, -19%, 2%, 2%
O=C(Nc1cccc(-n2cnnn2)c1)c1ccccc1Br
  -5%, 7%, 12%, 0%, 0%, 0%, -12%, -2%, -4%, 3%, 2%
COc1ccccc1CNC(=O)CCNC(=O)c1ccco1
  -3%, 0%, ., -1%, -2%, 10%, 2%, ., ., ., 14%
CSc1ccc(CN2CCSCC2)cc1
  2%, -2%, -35%, -1%, 1%, 2%, ., 16%, 4%, -1%, -11%
COc1ccccc1CCNC(=O)C1CCC(=O)N(Cc2cccc(F)c2)C1 (stereo not given)
  20%, 3%, 28%, 16%, 21%, ?, ., 1%, 0%, -7%, ?
CNC(=O)c1sccc1S(=O)(=O)Cc1c(Cl)cccc1Cl
  -6%, 5%, -26%, -1%, -2%, 0%, -2%, 10%, -1%, 0%, -5%
CC(=O)N1c2ccc(S(=O)(=O)NCC3CCC(C(=O)NC4CCCCC4)CC3)cc2CC1C (stereo not given)
  0%, -1%, ?, -5%, -7%, 2%, -7%, 9%, -4%, -8%, -30%
COc1cc(N)c(Cl)cc1C(=O)OCC(=O)N1CCCCCC1
  -3%, 5%, ., 3%, 1%, 1%, 9%, ., ., ., 4%
CC#CCN1c2ccccc2[C@]23C[C@@H](C(=O)OC)N(C(C)=O)C2=NC(C(=O)OC)=C(C(=O)OC)[C@H]13
  -1%, -19%, 18%, 0%, -3%, 0%, -5%, -2%, -5%, -3%, 4%
CCC(=O)Nc1cccc(NC(=O)c2ccccc2Br)c1
  -3%, -1%, 4%, 1%, -3%, -2%, -1%, ?, -5%, ?, 5%
Cc1ccc(NC(=S)N(CCCN2CCOCC2)Cc2ccccn2)cc1Cl
  -4%, -3%, -95%, -2%, 0%, 0%, -1%, -8%, ?, -2%, -20%
C=CCN1C(=O)/C(=C/c2ccsc2)SC1=S
  2%, -3%, -4%, 1%, -2%, 7%, 0%, -2%, -15%, -6%, -26%
CSc1cccc(NC(=O)CNS(=O)(=O)c2ccccc2)c1
  -1%, 3%, -9%, 2%, 2%, -6%, 15%, -7%, -7%, -3%, 23%
COc1ccc(C(=O)N[C@H](C(=O)NCc2ccco2)C(C)C)cc1
  -2%, 1%, 0%, 0%, -4%, 5%, -1%, -8%, -9%, -2%, -28%
C=CCNC(=S)NNC(=O)c1ccc(Br)o1
  -7%, -1%, 2µM*, 1%, 1%, 1%, -6%, 1%, -23%, 0%, -5%
COc1ccc(CCNC(=O)CSc2nc3[nH]ncc3c(=O)n2-c2ccc(Br)cc2)cc1OC
  2%, ?, ?, -5%, 0%, 3%, 5%, -14%, -29%, -4%, -27%
Cc1c(C#N)c(NC(=O)CCl)n(Cc2cccs2)c1C
  -40%[inhibitor], 5µM*, -13%, -10%, -35%[inhibitor], 5%, -12%, 2%, ?, -4%, -90%
CC1CN(C(=O)C2CCCCC2)C(C)CN1C(=O)C1CCCCC1 (stereo not given)
  -5%, 4%, -1%, 1%, 24%, -2%, 2%, 1%, -2%, 3%, -37%
CC(C)On1c(SC(C)C)nc2ccccc2c1=O
  -3%, -3%, 5%, -1%, -2%, 2%, 1%, 13%, -3%, -8%, 1%[1.84 µM]
COc1ccc(-c2nc(Cn3c(SCc4cccc(F)c4)nc4ccncc43)c(C)o2)cc1OC
  -6%, -14%, -104%, 10%, 4%, ?, -6%, -2%, ?, -10%, -26%
O=c1[nH]oc2cc(Cl)ccc12
  0%, -5%, 4%, -1%, 2%, -5%, 1%, -2%, -1%, -7%, 2%
CCOP(=O)(c1c(F)c(F)c(F)c(F)c1F)C(O)c1ccccc1 (stereo not given)
  -5%, 2%, -14%, -5%, -3%, 17%, 0%, 10%, -25%, 0%, -4%
COc1ccc(CCNC(=O)COC(=O)Cc2cccc(F)c2)cc1
  -5%, 0%, ., 2%, 1%, 0%, 8%, ., ., ., 11%
COc1ccc(OC)c(NC(=O)CSc2nc(-c3ccccc3)cc(=O)[nH]2)c1
  5%, 13%, 20%, 1%, 2%, ?, -14%, ?, 0%, 2%, 4%
Cc1sc(NC(=O)c2cc(-c3ccc(Cl)cc3)nc3ccccc23)c(C(N)=O)c1C
  -4%, -4%, ?, 8%, -2%, ?, -5%, 20%, ?, 7%, -53%
CN1CCc2c(sc(NC(=O)C3CCN(S(=O)(=O)c4cccs4)CC3)c2C(N)=O)C1
  -3%, 2%, ., 2%, 3%, 8%, 24%, ., ., ., -9%
NC(=O)c1oc2ccccc2c1NC(=O)c1ccccc1
  -1%, -6%, 0%, 3%, -3%, ?, -2%, 24%, -4%, 12%, -45%

Other structures follow:
SMILES | Rab9 promoter act | uPA surface inh | RORgamma inh | ELG1 genotox | NPC1 promoter act | FLuc modulator | p53 reactivation | CXXC DNA block | Gal4-VP16 FLuc | MBNL1-CUG inh | BRCA1 expr act
N#Cc1cccc(NC(=O)CCNS(=O)(=O)c2ccc3[nH]c(=O)oc3c2)c1 | -3% | 0% | -10% | 5% | -3% | 2% | 1% | 8% | -2% | -7% | 4%
CC(=O)Nc1ccc(S(=O)(=O)Nc2nc(C)cc(-n3nc(C)cc3C)n2)cc1 | -4% | 4% | 1% | 2% | 0% | -7% | -5% | -1% | 1% | -7% | 1%
Cc1cccc(C(=O)Nc2cccc(Br)c2)c1[N+](=O)[O-] | 8% | -21% | 4% | 0% | -2% | ? | -1% | 7% | 2% | -16% | 16%
Cc1ccc(C)c(S(=O)(=O)NCCOc2nc(NC(C)C)nc(NC(C)C)n2)c1 | 17% | 1% | 12% | -5% | 0% | 6% | 0% | -7% | -13% | 1% | -26%
CCOC(=O)c1cc(-c2ccccc2)sc1NC(=O)C(C)OC(=O)c1cccc(S(=O)(=O)N(C)C)c1 (stereo not given) | -16% | 0% | 5% | -2% | -6% | 4% | -12% | 0% | -14% | -3% | -2%
O=C(Nc1ccc(F)cc1)Nc1ccc(Cl)cn1 | ? | 6% | 38% | ? | 26% | -4%[2.3 µM] | 21% | 35%[activator] | 10% | 3% | 62%

Already shown: 4 of the compounds above.
SMILES | Rab9 promoter act | uPA surface inh | RORgamma inh | ELG1 genotox | NPC1 promoter act | FLuc modulator | p53 reactivation | CXXC DNA block | Gal4-VP16 FLuc | MBNL1-CUG inh | BRCA1 expr act
CC(=O)Nc1ccc(S(=O)(=O)Nc2nc(C)cc(-n3nc(C)cc3C)n2)cc1 | -4% | 4% | 1% | 2% | 0% | -7% | -5% | -1% | 1% | -7% | 1%
Cc1cccc(C(=O)Nc2cccc(Br)c2)c1[N+](=O)[O-] | 8% | -21% | 4% | 0% | -2% | ? | -1% | 7% | 2% | -16% | 16%
Cc1ccc(C)c(S(=O)(=O)NCCOc2nc(NC(C)C)nc(NC(C)C)n2)c1 | 17% | 1% | 12% | -5% | 0% | 6% | 0% | -7% | -13% | 1% | -26%
CCOC(=O)c1cc(-c2ccccc2)sc1NC(=O)C(C)OC(=O)c1cccc(S(=O)(=O)N(C)C)c1 (stereo not given) | -16% | 0% | 5% | -2% | -6% | 4% | -12% | 0% | -14% | -3% | -2%
